H1N1 NS1A inhibition: NS1A inhibition, H1N1 influenza, cell based functional assay (AID 504329). one-dose inhibition, % at 12.5 µM; IC50 in µM for titrated hits. NS1A functional cell-based assay, percent inhibition; higher % means a stronger effect. 0.3% of 340,000 active; in the data active means a potency from the dose series; inconclusive means inhibition above about 27% without an active follow-up result; further: strong numbers were not always called active
tuberculosis growth: growth inhibition of non-replicating M. tuberculosis (AID 488890); 0.39% of 320,000 active; inhibition, % at 25 µM, or IC50 in µM where a hit was titrated; Mycobacterium tuberculosis non-replicating, growth inhibition; higher % means a stronger effect; in the data active means a potency from the dose series; inconclusive means inhibition mostly from about 82% at the one dose, without a potency; inactive means the rest, 99 in 100 with inhibition below about 76%;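 further: plate controls were DMSO cells for no effect and high antibiotic wells for full effect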
PhoP GFP inhibition: Inhibition of PhoP regulon, Salmonella typhi GFP reporter cells, confirmation, 4 h (AID 1850); Salmonella Typhi PhoP-promoter GFP reporter, fluorescence, 4 h; higher % means a stronger effect; one-dose inhibition, % at 50 µM; IC50 in µM for titrated hits; 0.33% of 310,000 active; in the data active means a potency from the dose series; inconclusive means inhibition mostly from about 25% at the one dose, without a potency; inactive means the rest, 99 in 100 with inhibition below about 19%;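 further: 0% = induced wells with vehicle and 100% = uninduced wells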
inhibitors of VEEV: inhibitors of VEEV TC-83 cytopathic effect, confirmation, Vero cells (AID 588727). Vero cells, VEEV TC-83 cytopathic effect inhibition; higher % means a stronger effect. inhibition, % at 20 µM, or IC50 in µM where a hit was titrated. 0.13% of 350,000 active; in the data active means a potency from the dose series; inconclusive means inhibition mostly from about 14% at the one dose, without a potency; inactive means the rest, 99 in 100 with inhibition below about 12%; further: strong numbers were not always called active
M. tuberculosis HTS: M. tuberculosis growth inhibition, HTS (AID 449762) | M. tuberculosis H37Rv growth inhibition, 7H9 media; higher % means a stronger effect | inhibition, % at 25 µM; hits with a dose series show IC50 in µM | 0.59% of 330,000 active; in the data active means a potency from the dose series; inconclusive means inhibition above about 70% without an active follow-up result;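 further: bacterial growth assessed after seven days of incubation; strong numbers were not always called active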
inhibitors of VEEV 10K pilot screen: further read-out of inhibitors of VEEV, marked with its call; inhibition, %; measured here: 10K pilot screen inhibition
* marks the source's active call; other numbers are inactive results; i = inactive; ? = inconclusive; nt = not tested or not shown.

The opening 2 compounds, ahead of the listing:
SMILES | H1N1 NS1A inhibition | tuberculosis growth | PhoP GFP inhibition | inhibitors of VEEV | M. tuberculosis HTS | others
Cc1cccc(N(CC(=O)Nc2c(C)n(C)n(-c3ccccc3)c2=O)S(C)(=O)=O)c1 | 16.2% | 7.8% | 4.6% | 0.4% | -2.5%
COc1cccc(NC(=O)Nc2ccccc2SC)c1 | 6.5% | 29.5% | -8.0% | 0.1% | 0.0%

All compounds of this part, from the first entry:
SMILES | H1N1 NS1A inhibition | tuberculosis growth | PhoP GFP inhibition | inhibitors of VEEV | M. tuberculosis HTS | others
Cc1cccc(N(CC(=O)Nc2c(C)n(C)n(-c3ccccc3)c2=O)S(C)(=O)=O)c1 | 16.2% | 7.8% | 4.6% | 0.4% | -2.5%
COc1cccc(NC(=O)Nc2ccccc2SC)c1 | 6.5% | 29.5% | -8.0% | 0.1% | 0.0%
CC(=O)c1cccc(CN2CCCC(N3CCN(c4ccccc4F)CC3)C2)c1 (stereo not drawn) | -0.7% | 8.2% | -1.7% | i | -3.0%
CC(=O)c1ccc(OC(=O)c2cc3ccccc3oc2=O)cc1 | nt | 74.0% | 31.2% | nt | 3.3%
CC(=O)Nc1nc(C)nc(-c2ccccc2)c1C(C)=O | -0.4% | -19.8% | 13.0% | i | -7.2%
COC(=O)c1cc(CN2CCN(c3ccccc3C)CC2)ccc1O | 8.8% | 12.9% | -3.5% | i | -2.4%
Cc1cc(NC(=O)Cc2cccs2)nn1CC(=O)NCc1ccco1 | 0.1% | -3.5% | -11.3% | 0.9% | 0.1%
COc1ccc(C)cc1S(=O)(=O)N(C)CC(N)=O | -1.0% | 3.2% | -14.3% | 0.6% | 3.8%
CCCCCN(C(=O)CCC(=O)OCc1cc(C(C)=O)ccc1OC)c1c(N)n(CCCC)c(=O)[nH]c1=O | -0.4% | 36.7% | -8.6% | 3.8% | -8.1%
CCOc1ccc(N2CC(C(=O)Nc3cccc(S(=O)(=O)N4CCCC4)c3)CC2=O)cc1 (stereo not drawn) | 2.6% | 10.1% | -1.4% | 0.8% | 24.3%
O=C1CCCN1CCC1CCN(C(=S)Nc2ccc(F)cc2)CC1 | 2.9% | 8.1% | 2.7% | 1.7% | -9.7%
CCn1c(SCC(=O)c2ccccc2)nc2c(c1=O)SC(C)C2 (stereo not drawn) | -2.9% | 29.9% | 7.2% | i | 10.3%
CC1CCN(c2ccccc2NC(=O)c2ccc(C#N)cc2F)CC1 | nt | 19.4% | 6.2% | i | 25.4%
Cc1cc(Cl)ccc1OC(C)C(=O)NN=C1CCCCCC1 (stereo not drawn) | -22.2% | -3.4% | 7.9% | i | 3.4%
CCc1ccc2nc(N(CCN(C)C)C(=O)c3ccc4ccccc4c3)sc2c1 | 5.9% | 13.5% | -1.9% | 0.4% | 7.0%
COc1ccccc1NC(=O)C(C)Sc1nc2ccccc2c(=O)n1CC1CCCO1 (stereo not drawn) | -15.8% | -1.2% | 5.2% | 8.8% | -6.0%
Fc1ccc(N2CCN(Cc3cnc(N4CCOCC4)s3)CC2)cc1 | -2.9% | -11.4% | 10.0% | 0.2% | -4.0%
O=C(Nc1ccc(S(=O)(=O)Nc2ncccn2)cc1)c1ccccc1NS(=O)(=O)c1ccc(Cl)cc1 | -9.5% | 19.6% | 4.3% | 1.4% | -6.0%
CCOC(=O)c1cn(-c2nc(-c3ccc(Cl)c(Cl)c3)cs2)c2c(F)c(N3CCOCC3)c(F)cc2c1=O | 3.2% | 0.3% | -13.6% | 0.9% | nt
O=C(NCCc1cnc[nH]1)Nc1cccc(C(F)(F)F)c1 | -4.8% | 4.0% | -8.1% | i | 11.2%
CCOC(=O)C1(Cc2cccc(F)c2)CCN(C(=O)Cn2cnnn2)CC1 | 0.5% | 11.9% | -2.4% | i | -8.8%
O=[n+]1cc(-c2ccc(Cl)cc2)n([O-])c2c1CCCCC2 | -14.3% | -8.9% | 0.0% | i | 0.5%
Cc1c(C#N)c(NC(=O)c2ccccc2)n(Cc2ccccc2)c1C | 4.8% | 0.1% | -2.1% | 5.1% | -0.9%
C/C(=N\NC(=O)CSc1nc2ccccc2o1)c1ccc(O)cc1 | 6.9% | ? | 10.2% | 1.3% | 5.9%
CCCC1(c2ccccc2)NC(=O)N(CC(=O)NCc2ccc(OC)cc2)C1=O (stereo not drawn) | 13.2% | 1.0% | 7.7% | 5.0% | 1.9%
O=C(CCC1CCCN(C(=O)c2cccnc2)C1)NCc1ccccc1F (stereo not drawn) | -2.7% | 4.0% | -4.5% | i | -1.1%
O=C(NCCCl)Nc1cccc(Br)c1 | -0.5% | 12.9% | 2.1% | 1.1% | 1.1%
COCCn1c(C)cc(C(=O)CN2C(=O)NC3(CCCCCCC3)C2=O)c1C | -5.0% | 21.4% | -1.1% | i | -6.4%
COc1cccc(N2CCN(c3ncnc4c3cnn4-c3ccc(C)cc3C)CC2)c1 | 13.2% | nt | -7.9% | ? | 6.0%
CCOC(=O)c1sc2c(c1C)C(c1cccs1)C1=C(CCCC1=O)N2 (stereo not drawn) | -12.8% | 17.6% | 5.5% | 6.3% | 11.9%
COc1ccc(N2CCN(S(=O)(=O)c3ccc(C(=O)NC4CCCC4)cc3)CC2)cc1 | -11.7% | -17.7% | -3.7% | 0.3% | -15.8%
COc1ccccc1CN1C(=O)c2ccncc2C1=O | -11.1% | -9.8% | 4.7% | i | 5.7%
CCOC(=O)Cc1csc(NC(=O)CN(C)S(=O)(=O)c2ccc3c(c2)CCC(=O)N3)n1 | 2.7% | 11.5% | nt | 0.0% | -10.7%
CC(=O)N1c2ccc(S(=O)(=O)N3CCCC(C(=O)Nc4ccc(C)cc4C)C3)cc2CC1C (stereo not drawn) | 3.5% | 13.4% | -19.6% | 6.2% | -9.3%
O=C(CSc1cccc[n+]1[O-])Nc1cccc(S(=O)(=O)NC2=NCCCCC2)c1 | 1.6% | 2.5% | 2.5% | 1.6% | -8.4%
Cc1cc2c(NCCc3ccccc3)ncnc2s1 | -10.4% | 79.4% | -6.3% | i | 17.7%
COCCN(C(=O)COC(=O)CCSc1ccc(F)cc1)c1c(N)n(Cc2ccccc2)c(=O)[nH]c1=O | -3.0% | 4.3% | -3.2% | 0.9% | -4.7%
O=C(O)/C=C/c1cccc(OCc2ccccc2)c1 | 0.9% | 37.2% | -5.7% | 0.3% | 25.6%
O=C(NCc1ccc2c(c1)OCO2)c1c(F)c(F)c(F)c(F)c1F | 1.6% | 41.7% | 4.8% | i | 4.8% | inhibitors of VEEV 10K pilot screen=2.7
CCN1CCN(c2nc3c(C)cccn3c(=O)c2/C=C(\C#N)C(=O)NC)CC1 | -4.0% | -13.1% | -0.1% | 1.0% | 2.5%
CN(C(=O)c1cccc(NC(=O)C2CCN(C(=O)OC(C)(C)C)CC2)c1)C1CCC1 | -5.5% | 12.6% | nt | 0.1% | 8.3%
CCOC(=O)c1c(NC(=O)C2CC=CCC2C(=O)O)sc(C)c1CC (stereo not drawn) | -0.2% | 15.8% | 0.7% | 4.7% | -2.3%
O=C(Nc1ccc(C(=O)N2CCCCC2)cc1)c1ccccc1Cl | -13.0% | 2.4% | -5.4% | 1.3% | -9.1%
CN(C)CCCN(C(=O)c1ccc(S(=O)(=O)N2CCCCCC2)cc1)c1nc2c(F)cccc2s1 | 14.7% | -5.7% | -4.8% | 0.4% | -6.8%
OCCCc1nc2ccccc2[nH]1 | -5.3% | -6.6% | 10.1% | 0.6% | -2.5%

Four entries drawn at random from the list so far, as already listed:
SMILES | H1N1 NS1A inhibition | tuberculosis growth | PhoP GFP inhibition | inhibitors of VEEV | M. tuberculosis HTS | others
O=C(CSc1cccc[n+]1[O-])Nc1cccc(S(=O)(=O)NC2=NCCCCC2)c1 | 1.6% | 2.5% | 2.5% | 1.6% | -8.4%
CC(=O)N1c2ccc(S(=O)(=O)N3CCCC(C(=O)Nc4ccc(C)cc4C)C3)cc2CC1C (stereo not drawn) | 3.5% | 13.4% | -19.6% | 6.2% | -9.3%
CN(C)CCCN(C(=O)c1ccc(S(=O)(=O)N2CCCCCC2)cc1)c1nc2c(F)cccc2s1 | 14.7% | -5.7% | -4.8% | 0.4% | -6.8%
CCOC(=O)Cc1csc(NC(=O)CN(C)S(=O)(=O)c2ccc3c(c2)CCC(=O)N3)n1 | 2.7% | 11.5% | nt | 0.0% | -10.7%

More structures follow:
SMILES | H1N1 NS1A inhibition | tuberculosis growth | PhoP GFP inhibition | inhibitors of VEEV | M. tuberculosis HTS | others
COCCCNC(=O)/C(C#N)=c1\s/c(=C\c2ccccc2OC(F)F)c(=O)n1CCCOC | -4.8% | -4.2% | -7.1% | 1.8% | -2.5%
O=S(=O)(Nc1cccc(-c2nnco2)c1)c1ccc(F)cc1F | nt | 4.8% | 5.9% | i | -1.9%
O=C(CSc1nnc(SCc2ccccc2Cl)s1)N/N=C/c1c[nH]c2ccccc12 | 10.4% | 9.6% | 1.3% | 1.1% | 10.7%
O=C(Cn1nnc(-c2ccc(Cl)cc2)n1)NC1CCN(Cc2ccccc2)CC1 | 4.8% | -0.1% | 0.1% | 1.6% | -1.0%
COc1ccc(/C=N/n2c(SC)nnc(C(C)(C)C)c2=O)cc1 | 6.7% | 1.1% | -12.6% | 0.9% | -5.4%
Cc1ccc(S(=O)(=O)NCc2n[nH]c(=S)n2C)cc1 | 9.5% | -5.9% | 1.1% | 1.7% | 0.8%
COc1cccc2cc(C(=O)N(C)C3CCN(C)CC3)c(=O)oc12 | -10.6% | 5.4% | 3.4% | 1.2% | 2.2%
CC(C(=O)Nc1ncc([N+](=O)[O-])s1)N1C(=O)c2ccccc2S1(=O)=O (stereo not drawn) | 1.6% | -3.5% | 2.5% | 1.1% | -6.3%
Cc1ccc(N=Cc2cc(C)n(C3CCCC3)c2C)cc1 | -2.8% | 48.5% | -2.9% | 0.5% | 3.9%
COc1ccc(NC2CCCN(C(=O)c3cccc(N(C)C)c3)C2)cc1 (stereo not drawn) | 2.8% | nt | nt | 0.5% | nt
NS(=O)(=O)c1ccc(N/N=C/c2ccccc2Br)cc1 | 4.5% | 4.2% | -6.3% | 2.2% | 2.7%
Cc1cccc(N2CCN(C(=O)c3ccnn3C)CC2)c1C | -9.3% | -4.3% | 0.7% | 4.2% | -2.3%
O=C(O)CC(NC(=O)C(F)(F)F)c1ccc2c(c1)OCO2 (stereo not drawn) | -13.4% | -4.0% | -2.0% | i | -6.6%
O=C(CN1C(=O)c2ccccc2C1=O)NCc1ccccn1 | -0.1% | -19.8% | 6.4% | 0.3% | -3.1%
O=C(Nc1ccc(F)cc1)c1cc(S(=O)(=O)N2CCCCC2)cs1 | -8.1% | 19.5% | -0.5% | 1.0% | 0.7%
CC(C)(C)NC(=O)CSc1nc(N)c(-c2ccccc2)c(=O)[nH]1 | 1.2% | -0.2% | -16.7% | 0.8% | 5.7%
C/C(=N/OC(=O)CC(C)C)c1cc(-c2ccc(Cl)cc2)no1 | 1.8% | 19.0% | 3.6% | 0.9% | 3.6%
Cc1ccc(-c2nn(CCC(=O)O)cc2CCC(=O)O)cc1 | 17.2% | 2.6% | -1.8% | 1.9% | -8.5%
O=c1[nH]c(-c2cccnc2)nc2ccccc12 | -11.0% | -14.1% | 4.9% | 5.2% | -6.1%
CCOC(=O)C(C#N)(Cc1cc(OC)cc(OC)c1)Cc1cc(OC)cc(OC)c1 | -3.4% | 12.8% | -31.7% | i | -0.7% | inhibitors of VEEV 10K pilot screen=0.1
CCO[C@H]1OC(C(N)=O)=C[C@@H](c2ccc(Br)cc2)[C@@H]1CCCO | 5.4% | -2.9% | -0.2% | 0.8% | -7.2%
CC1CCN(C(=O)C(=O)c2cn(CC(=O)N3CCCCCC3)c3ccccc23)CC1 | 1.8% | 37.9% | -10.5% | 2.8% | -4.9%
C=CCN1C(=O)/C(=C2/Sc3ccccc3N2C)SC1=Nc1ccccc1C | 1.9% | -3.9% | 2.1% | 0.8% | -2.5%
COC(=O)CN(C#N)c1nc(SC)nc(N(C)C)n1 | -3.7% | i | -8.6% | i | ?
NCC(=O)Nc1ccc(Cl)cc1C(=O)c1ccc[nH]1 | -4.5% | nt | nt | 0.4% | nt
CN(C)C(=O)CN1C(=O)C2CC=C(Cl)CC2C1=O (stereo not drawn) | -8.4% | -6.6% | -8.0% | 0.2% | -1.6%
COc1ccc2nc3sc(C(=O)NCCN4CCc5ccccc5C4)cc3cc2c1 | -3.9% | 46.3% | -1.9% | 0.5% | 3.2%
COC(=O)[C@@]12CCCN1[C@H](c1ccc(-c3ccccc3)c(OC)c1)[C@H]1C(=O)N(C)C(=O)[C@H]12 | -3.5% | 15.6% | nt | 0.2% | -7.7%
COc1cccc(NC2=C(C#N)C(=O)NC(c3cccc(OC)c3O)S2)c1 (stereo not drawn) | -4.7% | 6.1% | 6.2% | 2.7% | -1.7%
